HT1080-NT tox – kills 2HG-producing HT-1080-NT fibrosarcoma cells; HT-1080-NT fibrosarcoma viability, CellTiter-Glo ATP luminescence, 48 h; Potency, µM (highest dose often 46.1 µM), for the others: at the top dose activity, negative = less viability, most hits filed as cytotoxic; actives 1.6% (n = 360,000); AID 686970;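 note: NT is the 2HG producing partner of a matched IDH1 knockdown line; potency is the fitted concentration of half-maximal effect; 0% = DMSO-treated cells and -100% = media-only wells without cells; nearly all actives have a fitted effect of over 55% in size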
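Compounds were tested in concentration-response format on HT-1080-NT cells for 48 hours at 37 degrees C. Cell viability came from CellTiter-Glo luminescence; curves were classified by r2, response magnitude and activity.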
SW480 rerep – inducers of DNA re-replication in SW480 colon cancer cells. SW480 DNA re-replication, Hoechst DNA content imaging, 48 h. Potency, µM (titrated, usually from 46.1 µM), inactives show at the highest dose re-replication activation, hits mostly activators. actives 1.8% (n = 340,000); note: potency is the fitted concentration of half-maximal effect; % of control where 0% means no effect; nearly all actives have a fitted effect of over 55% in size
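Quantitative HTS format with DMSO vehicle controls; 48 hr drug incubation at 37 C, then 40 min Hoechst staining and scanning imager measurement at 405 nm excitation.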
IL1B secr inh – inhibitors of inflammasome signaling (IL-1 beta secretion); THP-1 LPS/ATP IL-1B secretion, AlphaLISA, 16 h; stronger effect = lower value; activity change, % at 57.5 µM; actives 4.7% (n = 360,000); AID 743279; in the data active = activity change below about -50%; inconclusive = mostly about -30% to -49%; note: % is set by controls: 0 for no effect and ±100 for the full control effect
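Secreted IL-1B measured by AlphaLISA bead assay after 16 h compound exposure of THP-1 cells; compounds (final up to 57.5 uM) added 1 h before LPS (250 ng/mL) and ATP (1.25 mM) stimulation; lower signal means less secretion.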
HepG2 tox – counter-screen for TGF-b inhibitors: cytotoxicity in HepG2 cells. HepG2 CAGA-GFP viability, ATP luminescence, 18 h. Potency, µM (top dose mostly 46.1 µM), for inactives: at the highest dose activity change, negative = cytotoxicity, hits mostly cytotoxic. actives 0.76% (n = 410,000). AID 588856; note: potency is the fitted concentration of half-maximal effect; some results filed as inactive show a strong effect at the top dose
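CellTiter-Glo luminescence gave cytotoxicity after 18 hours at 37 degrees C. The cells were HepG2 CAGA-GFP in 1% FBS DMEM, stimulated with 500 pg/mL TGF-beta after compound addition. %Activity was normalised to no-cell wells (complete cell-killing) and DMSO (no toxicity), and curves were fitted and classified.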
S2 tox – cell viability loss in ATXN counter-screen | S2 cells (HEK-293 line with an ATXN2-luciferase reporter) viability, CellTiter-Fluor protease fluorescence, 24 h | Potency, µM (doses to about 56.7 µM), most hits filed as cytotoxic | actives 0.49% (n = 400,000) | AID 651635; note: potency is the fitted concentration of half-maximal effect; nearly all actives have a fitted effect of over 40% in size
HT1080 IDH1KD tx – toxicity to HT-1080 IDH1 knockdown cells (counter line) | actives 2% (n = 360,000) | AID 686971 | HT-1080 IDH1 knockdown viability, ATP luminescence, 48 h | Potency, µM (series often up to 46.1 µM), for the others: top-dose activity, negative = toxicity, usual class: cytotoxic;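 note: potency is the fitted concentration of half-maximal effect; 0% = DMSO wells and -100% = cell-free medium wells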
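After a 2 h attachment period, IDH1KD HT-1080 cells took pin-transferred compound for 48 h at 37 °C; ATP-based luminescence after 10 min room-temperature reagent incubation reported viability.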
KB-3-1 tox – kills parental KB-3-1 adenocarcinoma cells | KB-3-1 viability, CellTiter-Glo ATP luminescence, 72 h | Potency, µM (highest dose often 46.1 µM), inactives show top-dose activity change, negative = cytotoxic, hits mostly cytotoxic | actives 1.4% (n = 400,000); note: potency is the fitted concentration of half-maximal effect; % is set by controls: 0 for no effect and ±100 for the full control effect; nearly all actives have a fitted effect of over 60% in size
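Multi-concentration cytotoxicity screen in KB-3-1 cells grown in DMEM lacking phenol red with 10% FBS. After 72 h at 37 °C with compound, ATP-dependent luminescence was recorded.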
ATXN2 expr inh – reduces ATXN2 reporter expression in HEK-293 cells | HEK-293 ATXN2-luciferase reporter, luminescence, 24 h | Potency, µM (series often up to 57 µM), for inactives: at the top dose activity change, negative = inhibition, actives largely listed as inhibitors | actives 0.72% (n = 360,000) | AID 1745845; note: potency is the fitted concentration of half-maximal effect; % is set by controls: 0 for no effect and ±100 for the full control effect; nearly all actives have a fitted effect of over 55% in size
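ATXN2-luciferase reporter cells (luciferase flanked by upstream and downstream ATXN2 gene portions) were treated 24 h at 37 °C with compounds at up to 57 uM. SteadyGlo luminescence gave expression; GF-AFC fluorescence gave viability.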
MCF10A rereplic – DNA re-replication induction in MCF 10a cells; MCF 10A DNA re-replication, Hoechst nuclear intensity, 48 h; Potency, µM (highest dose often 46.1 µM), for inactives: at the highest dose activity, positive = re-replication, actives largely listed as activators; actives 2.9% (n = 350,000); note: potency is the fitted concentration of half-maximal effect; % of control where 0% means no effect; nearly all actives have a fitted effect of over 50% in size
The depositor's hits bear a star; [ ] = dose if it differs, or a comment. Unless noted, calls come from the whole dose curve; as a rule, active = well fitted curve in the direction sought with a large enough effect; inconclusive = small, poorly fitted or top-dose-only effect, or another doubt; inactive = no such curve, though single readings can be large; an effect the other way counts as inactive or inconclusive.

Results for CC1C(C)C(O)(c2ccccc2)CCN1C (configuration not stated) ?
HT1080-NT tox: 11%; SW480 rerep: -4%; IL1B secr inh: 15; HepG2 tox: 0%; S2 tox: inactive; HT1080 IDH1KD tx: 1%; KB-3-1 tox: -6%; ATXN2 expr inh: 7%; MCF10A rereplic: 19%

How did CC(C)(C)c1ccc(COc2ccsc2C(=O)O)cc1 do in these assays?
HT1080-NT tox: 24%; SW480 rerep: -19%; IL1B secr inh: 23; HepG2 tox: -17%; S2 tox: inactive; HT1080 IDH1KD tx: 13%; KB-3-1 tox: -4%; ATXN2 expr inh: 25%; MCF10A rereplic: inconclusive

How did Cc1ccc(NC(=O)Nc2c(C)n(C)n(-c3ccccc3)c2=O)c(Cl)c1 do in these assays?
HepG2 tox: -10%; S2 tox: inactive; KB-3-1 tox: -3%; ATXN2 expr inh: 0%

Results for C=CCNC(=O)CN(c1cccc(Br)c1)S(C)(=O)=O ?
HT1080-NT tox: 8%; SW480 rerep: 1%; IL1B secr inh: 18; HepG2 tox: -1%; S2 tox: inactive; HT1080 IDH1KD tx: 1%; KB-3-1 tox: -6%; ATXN2 expr inh: -3%; MCF10A rereplic: 9%

What do the screens show for `NC(=S)COc1ccccc1`?
HT1080-NT tox: 25%; SW480 rerep: -3%; IL1B secr inh: 14; HepG2 tox: -1%; S2 tox: inactive; HT1080 IDH1KD tx: 14%; KB-3-1 tox: 15%; ATXN2 expr inh: 1%; MCF10A rereplic: 0%

Results for CCCNc1c(NC(=O)c2ccc(OCCC)cc2)c(=O)oc2ccccc12 ?
HepG2 tox: -1%; S2 tox: inactive; KB-3-1 tox: -10%; ATXN2 expr inh: -3%

How did COc1cc(C(=O)OC(C)CN2CCCCC2)cc(OC)c1OC (configuration not stated) do in these assays?
HT1080-NT tox: 3%; SW480 rerep: inconclusive; IL1B secr inh: 14; HepG2 tox: 1%; S2 tox: inactive; HT1080 IDH1KD tx: 3%; KB-3-1 tox: -6%; ATXN2 expr inh: -4%; MCF10A rereplic: -14%

How did Cc1ccc(C)c(S(=O)(=O)Nc2ccc(-n3cnnn3)cc2)c1 do in these assays?
HT1080-NT tox: -2%; SW480 rerep: 0%; IL1B secr inh: 9; HepG2 tox: -30%; S2 tox: inactive; HT1080 IDH1KD tx: -4%; KB-3-1 tox: -15%; ATXN2 expr inh: 0%; MCF10A rereplic: -1%

How did CCOC(=O)[C@H]1[C@H]2COc3cc(OC)ccc3[C@@H]2N2C(=O)c3ccc(C)cc3NC(=O)[C@@]12C do in these assays?
HT1080-NT tox: 6%; SW480 rerep: -50%[inhibitor][9.22 µM]; IL1B secr inh: -9; HepG2 tox: 0%; S2 tox: inactive; HT1080 IDH1KD tx: 1%; KB-3-1 tox: -8%; ATXN2 expr inh: 8%; MCF10A rereplic: 1%

What do the screens show for `O=C(Nc1ccc(SC(F)F)cc1)C1=COCCO1`?
HT1080-NT tox: -7%; SW480 rerep: -5%; IL1B secr inh: -6; HepG2 tox: -11%; S2 tox: inactive; HT1080 IDH1KD tx: -1%; KB-3-1 tox: -15%; ATXN2 expr inh: 21%; MCF10A rereplic: -10%

How did Cc1c(OCC(=O)NCc2ccccn2)ccc2c(-c3ccccc3)cc(=O)oc12 do in these assays?
HT1080-NT tox: 2%; SW480 rerep: 1%; IL1B secr inh: 6; HepG2 tox: 1%; S2 tox: inactive; HT1080 IDH1KD tx: 8%; KB-3-1 tox: 0%; ATXN2 expr inh: 4%; MCF10A rereplic: inconclusive

Results for CCOCCCNC(=O)/C(C#N)=C/c1cc(C)c(O)c(C)c1 ?
HT1080-NT tox: -12%; SW480 rerep: inconclusive; IL1B secr inh: 14; HepG2 tox: 8%; S2 tox: inconclusive; HT1080 IDH1KD tx: -16%; KB-3-1 tox: 1%; MCF10A rereplic: 23µM*

What do the screens show for `Cc1ccccc1-c1nc(-c2ccc(NC(=O)c3ccc4c(c3)OCO4)cc2)no1`?
HT1080-NT tox: inconclusive; SW480 rerep: 9%; IL1B secr inh: -3; HepG2 tox: -3%; HT1080 IDH1KD tx: inconclusive; KB-3-1 tox: inconclusive; MCF10A rereplic: inconclusive

What do the screens show for `Cc1ccc(NC(=O)Cn2cc3c(n2)CCC(C)C3)cc1` (configuration not stated)?
HT1080-NT tox: 8%; SW480 rerep: -1%; IL1B secr inh: -5; HepG2 tox: -38%; S2 tox: inactive; HT1080 IDH1KD tx: 6%; KB-3-1 tox: 2%; ATXN2 expr inh: 3%; MCF10A rereplic: -1%

What do the screens show for `CSc1nc2nccc(-c3ccc4c(c3)OCO4)n2n1`?
HT1080-NT tox: -3%; SW480 rerep: 1%; IL1B secr inh: -14; HepG2 tox: 2%; S2 tox: inactive; HT1080 IDH1KD tx: -16%; KB-3-1 tox: 13%; ATXN2 expr inh: -10%; MCF10A rereplic: -2%

How did Cc1ccc(C2=NC(C)(C)NC2=O)cc1 do in these assays?
HT1080-NT tox: 25%; SW480 rerep: 0%; IL1B secr inh: -1; HepG2 tox: -15%; S2 tox: inactive; HT1080 IDH1KD tx: 17%; KB-3-1 tox: -2%; ATXN2 expr inh: 4%; MCF10A rereplic: 9%

What do the screens show for `Cn1nnnc1SCc1cc(=O)[nH]c2ccccc12`?
HT1080-NT tox: 4%; SW480 rerep: 0%; IL1B secr inh: 16; HepG2 tox: 5%; S2 tox: inactive; HT1080 IDH1KD tx: 3%; KB-3-1 tox: 5%; ATXN2 expr inh: 4%; MCF10A rereplic: -7%

What do the screens show for `CCn1c(=O)cc(SCC(=O)NCc2ccc(Cl)cc2)c2ccccc21`?
HepG2 tox: 3%; S2 tox: inactive; KB-3-1 tox: 0%; ATXN2 expr inh: -16%

How did CC[n+]1cccc(-c2nc3ccccc3s2)c1 do in these assays?
HT1080-NT tox: -8%; SW480 rerep: 0%; IL1B secr inh: 57; HepG2 tox: -14%; S2 tox: inactive; HT1080 IDH1KD tx: -13%; KB-3-1 tox: inconclusive; ATXN2 expr inh: -28%; MCF10A rereplic: -7%

What do the screens show for `CCC(C)C(=O)Nc1nnc(SCC(=O)Nc2ccccc2F)s1` (configuration not stated)?
HT1080-NT tox: 9%; SW480 rerep: -12%; IL1B secr inh: -16; HepG2 tox: -15%; S2 tox: inactive; HT1080 IDH1KD tx: 3%; KB-3-1 tox: 0%; ATXN2 expr inh: 6%; MCF10A rereplic: -4%

What do the screens show for `S=C(NCc1ccc(Cl)cc1Cl)Nc1ccccc1`?
HT1080-NT tox: -22%; SW480 rerep: -1%; IL1B secr inh: -1; HepG2 tox: -22%; S2 tox: inconclusive; HT1080 IDH1KD tx: -1%; KB-3-1 tox: 6%; ATXN2 expr inh: -22%; MCF10A rereplic: inconclusive

Results for Cc1nc(SCC(=O)N(C)C2CCS(=O)(=O)C2)c(C#N)c(C)c1C (configuration not stated) ?
HT1080-NT tox: 2%; SW480 rerep: -19%; IL1B secr inh: 4; HepG2 tox: -34%; S2 tox: inactive; HT1080 IDH1KD tx: 0%; KB-3-1 tox: 9%; ATXN2 expr inh: 8%; MCF10A rereplic: 4%

Results for O=c1c(Cc2c(F)cccc2Cl)c(O)ccn1C1CC1 ?
HT1080-NT tox: 22%; SW480 rerep: -25%; IL1B secr inh: 12; HepG2 tox: 1%; S2 tox: inconclusive; HT1080 IDH1KD tx: 4%; KB-3-1 tox: 0%; ATXN2 expr inh: 1%[11.3 µM]; MCF10A rereplic: 1%

Results for CN(C)C(=O)c1ccc(-c2cc3onc(-c4ccccc4)c3c(=O)n2C)cc1 ?
HT1080-NT tox: 1%; SW480 rerep: -4%; IL1B secr inh: 8; HepG2 tox: -23%; S2 tox: inactive; HT1080 IDH1KD tx: 4%; KB-3-1 tox: -26%; ATXN2 expr inh: 8%; MCF10A rereplic: 11%

How did CC(C)(C)OC(=O)N[C@@H](C(=O)OC(C)(C)C)c1ccccc1 do in these assays?
HT1080-NT tox: 4%; SW480 rerep: -10%; IL1B secr inh: 36; HepG2 tox: 1%; S2 tox: inactive; HT1080 IDH1KD tx: 7%; KB-3-1 tox: inconclusive; ATXN2 expr inh: -7%; MCF10A rereplic: inconclusive

Results for COc1ccc(C(=O)N2CC3(CC(c4ccc(Cl)cc4)=NO3)C[C@H]2C(=O)NCC(N)=O)cc1 (some centres not stated) ?
HT1080-NT tox: 1%; SW480 rerep: -1%; IL1B secr inh: -7; HepG2 tox: 2%; S2 tox: inactive; HT1080 IDH1KD tx: -2%; KB-3-1 tox: 11%; ATXN2 expr inh: -1%; MCF10A rereplic: 0%

How did CC(C)CCN1C(=O)c2ccccc2C1C(=O)NCc1cccnc1 (configuration not stated) do in these assays?
HT1080-NT tox: 11%; SW480 rerep: -9%; IL1B secr inh: -6; HepG2 tox: 5%; S2 tox: inactive; HT1080 IDH1KD tx: 14%; KB-3-1 tox: -6%; ATXN2 expr inh: 3%; MCF10A rereplic: 0%

What do the screens show for `Cc1ccc(NC(=S)NCCc2ccc(Cl)cc2)c(C)c1`?
HT1080-NT tox: -19%; SW480 rerep: -1%[9.22 µM]; IL1B secr inh: -2; HepG2 tox: -63%; S2 tox: inactive; HT1080 IDH1KD tx: -21%; KB-3-1 tox: -27%; ATXN2 expr inh: 24%; MCF10A rereplic: 0%

Compound activity: PubChem, National Center for Advancing Translational Sciences (NCATS)
